M1 ag: activates human CHRM1 receptor; P11229; CHO-K1 hM1, Fluo-8 calcium fluorescence, agonist mode; 0% DMSO, 100% acetylcholine EC100; activation, % at 3 µM; 360,000 compounds, 0.33% hits; AID 588814;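 active = activation above the run's mean compound activation plus 3 SD, cut at about 16% in these data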;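 note: peak over basal fluorescence ratio within a 140 s kinetic read after compound addition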
Target sequence (P11229 whole entry, looked up): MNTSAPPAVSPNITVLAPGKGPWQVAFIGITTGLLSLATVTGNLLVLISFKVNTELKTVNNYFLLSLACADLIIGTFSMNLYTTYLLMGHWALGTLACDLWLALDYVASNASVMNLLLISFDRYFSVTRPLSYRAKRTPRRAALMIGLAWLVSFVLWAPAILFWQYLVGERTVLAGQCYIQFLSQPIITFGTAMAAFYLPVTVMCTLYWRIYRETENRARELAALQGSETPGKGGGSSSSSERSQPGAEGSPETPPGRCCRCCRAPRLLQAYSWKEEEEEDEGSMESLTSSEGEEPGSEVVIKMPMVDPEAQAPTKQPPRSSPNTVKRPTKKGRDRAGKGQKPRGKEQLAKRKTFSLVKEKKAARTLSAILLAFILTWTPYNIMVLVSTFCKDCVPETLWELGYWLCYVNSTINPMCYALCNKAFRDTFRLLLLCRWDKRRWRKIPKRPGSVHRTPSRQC
CHO parental Ca: counter-screen: ATP calcium response change in parental CHO cells | parental CHO-K1, ATP-induced calcium, Fluo-8 fluorescence | inhibition, % at 5.6 µM | 330,000 compounds, 0.63% hits;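 active = inhibition above that plate's mean sample inhibition plus 3 SD, cut at about 26% in these data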;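 note: 0% = ATP-challenged DMSO wells and 100% = DMSO wells without ATP; some compounds past the cut are filed as inactive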
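test system = CHO parental line | reagent = ATP stimulus | measured by = intracellular calcium via Fluo-8 no-wash fluorescent dye | control set = ATP and no-ATP DMSO wells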
OXTR potentiator: potentiates the human oxytocin receptor response; P30559; CHO-OTR cells, Fluo-8 calcium fluorescence, potentiator mode; 0% = oxytocin EC15, 100% = EC100; activation, % at 3 µM; 320,000 compounds, 0.061% hits; AID 2445;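 active = activation above that plate's cutoff, the mean activation of tested compounds plus 3 SD, cut at about 6.6% in these data, passing the limit was not always enough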;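 note: 100% uses oxytocin at 75 nM as the full agonist control; some results filed as inactive read as strong as hits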
Target sequence (P30559 whole entry, looked up): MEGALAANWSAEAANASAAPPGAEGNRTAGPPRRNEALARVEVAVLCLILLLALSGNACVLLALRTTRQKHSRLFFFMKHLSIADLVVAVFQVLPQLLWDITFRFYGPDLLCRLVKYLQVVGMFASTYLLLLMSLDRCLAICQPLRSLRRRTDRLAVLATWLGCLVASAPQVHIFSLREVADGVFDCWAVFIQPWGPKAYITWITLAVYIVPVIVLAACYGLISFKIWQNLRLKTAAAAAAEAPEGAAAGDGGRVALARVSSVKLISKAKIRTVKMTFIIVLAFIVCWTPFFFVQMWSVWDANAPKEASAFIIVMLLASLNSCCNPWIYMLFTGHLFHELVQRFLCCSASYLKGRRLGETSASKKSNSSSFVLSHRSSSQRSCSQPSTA
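System: human OTR in CHO cells / Also added: sub-maximal oxytocin, roughly EC15 / Control set: EC15 oxytocin low, 75 nM oxytocin high / Schedule: 6 min compound pre-incubation at room temperature, 100 s kinetic read / Compound: single-point 3.0 µM / Replication: singlicate / Technique: Fluo-8 calcium dye fluorescence / Read-out basis: % activation of max/min ratio relative to oxytocin controls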
V1aR counter: counter-screen for oxytocin receptor agonists: human V1a receptor agonists; AID 2797; CHO-V1R cells, Fluo-8 calcium fluorescence, agonist mode; 0% DMSO, 100% 3 nM vasopressin; 320,000 compounds, 0.25% hits; activation, % at 3 µM; P37288;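 active = activation above the mean activation of all tested compounds plus 3 SD, per screening run, cut at about 20% in these data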;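 note: signal is peak over basal fluorescence ratio across a 100 second FLIPR read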
CHO-K1 Ca antag: nonselective inhibitor or artifact in parental CHO-K1 cells. ATP-induced calcium, Fluo-8 fluorescence. inhibition, % at 3 µM. 360,000 compounds, 0.6% hits;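 active = inhibition above a per-plate cutoff, the plate's mean sample inhibition plus 3 SD, cut at about 24% in these data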;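 note: 0% = DMSO plus EC80 ATP and 100% = DMSO alone without ATP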
CHO-K1 Ca ag: nonselective activator or artifact in parental CHO-K1 cells; Fluo-8 calcium fluorescence; scaled to maximal ATP response, vehicle zero; activation, % at 3 µM; 360,000 compounds, 0.48% hits; in the data active = activation above about 15%;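 note: untransfected CHO-K1 host cells lacking M1 receptor as counterscreen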
CHO-K1 Ca PAM: M1 PAM counterscreen hit in parental CHO-K1 cells; ATP EC20, Fluo-8 calcium fluorescence; 0% at ATP EC20, 100% at ATP max; activation, % at 3 µM; 360,000 compounds, 0.02% hits;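 active = activation above the run cutoff, the mean activation of all test compounds plus 3 SD, cut at about 40% in these data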;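 note: peak over basal fluorescence ratio in a 140 s read after ATP addition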
TAAR1 agonist: agonists of human TAAR1 | CHO RD-HGA16 TAAR1, Fluo-8 calcium fluorescence; vehicle wells 0%, saturating PEA agonist 100% | activation, % at 3 µM | Q96RJ0 | AID 624467 | 360,000 compounds, 0.99% hits;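 active = activation above the mean activation of all test compounds in the run plus 3 SD, cut at about 38% in these data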
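Assay system – CHO-derived RD-HGA16 cells with stable Gα16 and human TAAR1 · Compound dosing – one-point dosing at 3 µM (nominal) · Incubation – 17-24 h seeding, 75 min 37 °C dye, 30 min RT · Measured by – kinetic Fluo-8 calcium fluorescence · Control set – DMSO vehicle as 0%, PEA at EC100 as 100% · Repeats – single well for each compound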
TAAR1 antagonist: human TAAR1 antagonism; CHO RD-HGA16 TAAR1, Fluo-8 calcium fluorescence, antagonist; inhibition, % at 3 µM; 360,000 compounds, 1.5% hits; AID 624466;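 active = inhibition above a per-plate cutoff, the mean inhibition of test compounds on that plate plus 3 SD, cut at about 49% in these data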;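 note: 0% = DMSO plus EC80 beta-PEA response and 100% = DMSO alone without agonist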
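Material: RD-HGA16 CHO cells with stable hTAAR1 and Gα16; Dosing: single nominal final test compound concentration of 3 µM; Schedule: seeding 17-24 h prior, 75-min 37 °C, 30-min RT dye loading; Detection: kinetic Fluo-8 calcium fluorescence measurement; Measure: % inhibition from peak post-agonist over basal fluorescence ratio; Benchmarks: vehicle and agonist controls.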
* = called active by the depositor; . = no result given.

SMILES	M1 ag	CHO parental Ca	OXTR potentiator	V1aR counter	CHO-K1 Ca antag	CHO-K1 Ca ag	CHO-K1 Ca PAM	TAAR1 agonist	TAAR1 antagonist
Cc1ccc(S(=O)(=O)N2CCCCC2)cc1NC(=O)CN1CCCC1c1cccs1 (configuration not stated)	-4	.	.	.	0	0.0	-1	0	-2
CCOC(=O)c1cnc2nc(C(F)(F)F)[nH]n2c1=O	-1	-1	-9	1.9	-1	0.7	14	4	-23
COc1cccc(NC(=O)C2CCN(S(=O)(=O)c3ccc4c(c3)NC(=O)C(C)S4)CC2)c1 (configuration not stated)	-1	5	-11	5.0	-7	6.8	16	7	36
Cc1cc(=O)oc2cc(NC(=O)C3CCCC3)ccc12	-4	-4	5	-0.6	-7	1.0	-10	5	3
COCCN(CCOC)S(=O)(=O)c1ccc(C(=O)Nc2ccc(S(=O)(=O)Nc3nccc(C)n3)cc2)cc1	-5	-9	1	0.3	5	2.2	4	2	-8
CCCSc1nnc(NC(=O)CCc2ccccc2)s1	-1	-9	-18	-0.6	-10	0.6	6	-2	-7
CCOc1cc(/C=C(\C#N)c2[nH]nc(N)c2C#N)ccc1O	-4	-15	-4	-0.1	-3	-0.3	11	11	10
CCOc1ccc(-c2nnc(-c3ccc(OC)cc3)o2)cc1	-2	-15	-2	0.0	-17	0.1	22	6	6
O=C(Nc1nnc([C@H]2C[C@H](O)[C@@H](CO)O2)s1)Nc1cccc(Cl)c1Cl	-2	.	.	.	-13	0.1	24	9	-1
Nc1nc(NCc2ccccc2)nc(Nc2ccc(F)cc2)c1[N+](=O)[O-]	2	-15	2	-0.4	-16	-0.3	17	0	1
O=C1/C(=C/c2ccc3c(c2)OCO3)SC(=S)N1CCC(=O)N(CCO)c1ccccc1	2	.	.	.	13	1.1	-7	4	27
CC(C(=O)c1ccc(-c2ccccc2)cc1)[n+]1ccccc1 (configuration not stated)	-5	-6	-8	0.9	-5	0.2	7	7	0
CC(Sc1nncs1)C(=O)NC1CCCCC1C (configuration not stated)	-2	2	-7	0.1	0	1.2	0	0	-1
CCc1ccccc1NC(=S)N(CCOC)C(C)c1ccco1 (configuration not stated)	-1	-5	-1	-0.9	-13	0.5	14	4	-14
CCOC(=O)c1c(-c2ccc(C)o2)csc1NC(=S)NC(=O)c1ccc(F)cc1	-1	-17	-2	0.2	7	-0.2	-10	2	-4
O=[N+]([O-])c1cc(Cl)cc(C2=NCCN2)c1	-5	-5	-2	-0.4	-15	0.4	19	6	-4
CN(Cc1cccnc1)C(=O)CCCc1c[nH]c2ccccc12	-13	-14	-7	2.4	-16	2.0	26	8	8
O=C(CNC(=O)c1ccco1)NCCCc1ccccc1	-2	-4	2	1.5	-7	-0.1	3	6	8
COc1ccccc1NC(=O)Nc1nc(CC(=O)Nc2ccc(F)cc2)cs1	0	-16	-9	0.3	1	2.9	-2	21	52*
C=C(C)[C@@H]1CC=C(C(=O)O)CC1	-1	-3	-2	0.4	-10	1.5	23	1	-11

Reprinted from above, 16 compounds:
SMILES	M1 ag	CHO parental Ca	OXTR potentiator	V1aR counter	CHO-K1 Ca antag	CHO-K1 Ca ag	CHO-K1 Ca PAM	TAAR1 agonist	TAAR1 antagonist
Cc1ccc(S(=O)(=O)N2CCCCC2)cc1NC(=O)CN1CCCC1c1cccs1 (configuration not stated)	-4	.	.	.	0	0.0	-1	0	-2
CCOC(=O)c1cnc2nc(C(F)(F)F)[nH]n2c1=O	-1	-1	-9	1.9	-1	0.7	14	4	-23
COc1cccc(NC(=O)C2CCN(S(=O)(=O)c3ccc4c(c3)NC(=O)C(C)S4)CC2)c1 (configuration not stated)	-1	5	-11	5.0	-7	6.8	16	7	36
Cc1cc(=O)oc2cc(NC(=O)C3CCCC3)ccc12	-4	-4	5	-0.6	-7	1.0	-10	5	3
COCCN(CCOC)S(=O)(=O)c1ccc(C(=O)Nc2ccc(S(=O)(=O)Nc3nccc(C)n3)cc2)cc1	-5	-9	1	0.3	5	2.2	4	2	-8
CCCSc1nnc(NC(=O)CCc2ccccc2)s1	-1	-9	-18	-0.6	-10	0.6	6	-2	-7
CCOc1cc(/C=C(\C#N)c2[nH]nc(N)c2C#N)ccc1O	-4	-15	-4	-0.1	-3	-0.3	11	11	10
CCOc1ccc(-c2nnc(-c3ccc(OC)cc3)o2)cc1	-2	-15	-2	0.0	-17	0.1	22	6	6
O=C(Nc1nnc([C@H]2C[C@H](O)[C@@H](CO)O2)s1)Nc1cccc(Cl)c1Cl	-2	.	.	.	-13	0.1	24	9	-1
Nc1nc(NCc2ccccc2)nc(Nc2ccc(F)cc2)c1[N+](=O)[O-]	2	-15	2	-0.4	-16	-0.3	17	0	1
O=C1/C(=C/c2ccc3c(c2)OCO3)SC(=S)N1CCC(=O)N(CCO)c1ccccc1	2	.	.	.	13	1.1	-7	4	27
CC(C(=O)c1ccc(-c2ccccc2)cc1)[n+]1ccccc1 (configuration not stated)	-5	-6	-8	0.9	-5	0.2	7	7	0
CC(Sc1nncs1)C(=O)NC1CCCCC1C (configuration not stated)	-2	2	-7	0.1	0	1.2	0	0	-1
CCc1ccccc1NC(=S)N(CCOC)C(C)c1ccco1 (configuration not stated)	-1	-5	-1	-0.9	-13	0.5	14	4	-14
CCOC(=O)c1c(-c2ccc(C)o2)csc1NC(=S)NC(=O)c1ccc(F)cc1	-1	-17	-2	0.2	7	-0.2	-10	2	-4
O=[N+]([O-])c1cc(Cl)cc(C2=NCCN2)c1	-5	-5	-2	-0.4	-15	0.4	19	6	-4

Continuation:
SMILES	M1 ag	CHO parental Ca	OXTR potentiator	V1aR counter	CHO-K1 Ca antag	CHO-K1 Ca ag	CHO-K1 Ca PAM	TAAR1 agonist	TAAR1 antagonist
CCOC(=O)c1cc(CC)sc1N	-2	-6	-3	0.3	1	-0.3	8	5	-28
COc1ccc(C2/C(=C(/O)c3ccc(S(=O)(=O)N4CCOCC4)cc3)C(=O)C(=O)N2CCN2CCOCC2)cc1 (configuration not stated)	-2	-6	2	3.3	-13	1.3	-2	1	-8
O=C(N/N=C/c1ccco1)c1cccc(N2CCCC2=O)c1	-2	-5	-5	-0.3	-11	0.8	15	0	10
CC(=O)Nc1cc2c(cc1[N+](=O)[O-])-c1ccc(F)cc1C2	4	.	.	.	-15	0.6	-3	0	7
CC(CNC(=O)CCC(=O)N1CCOc2ccccc21)c1ccccc1 (configuration not stated)	2	3	-5	-0.5	3	0.0	12	1	-21
CCc1nc2ccc(C(=O)N(CC)CCN(C)C)cn2c1N(C)Cc1ccc(OC)cc1	-9	.	.	.	-9	1.3	2	1	1
Cc1cccc(C)c1NC(=O)CN(C)C(=O)c1ccc(OCc2ccccc2)cc1	-1	.	.	.	-23	1.0	26	4	17
Cn1c(CCC(=O)Nc2ccccc2F)nnc1SCC(=O)Nc1ccccc1Cl	-2	1	-17	-0.5	-12	0.9	7	0	-14
COc1ccccc1NC(=S)NCc1ccc(Cl)cc1	-3	-8	-1	1.6	13	-0.3	-23	4	-1
OC(C#CCN1CCCCC1)(c1ccccc1)c1ccccc1	-8	-17	3	0.6	-9	1.9	18	1	-13

Overlap with the part before: 2 compounds, then new ones.
SMILES	M1 ag	CHO parental Ca	OXTR potentiator	V1aR counter	CHO-K1 Ca antag	CHO-K1 Ca ag	CHO-K1 Ca PAM	TAAR1 agonist	TAAR1 antagonist
COc1ccccc1NC(=S)NCc1ccc(Cl)cc1	-3	-8	-1	1.6	13	-0.3	-23	4	-1
OC(C#CCN1CCCCC1)(c1ccccc1)c1ccccc1	-8	-17	3	0.6	-9	1.9	18	1	-13
O=C(NCc1nc2ccccc2[nH]1)C1=C[C@H](C2CCCCC2)C[C@H](OCc2ccc(CO)cc2)O1	-2	3	-14	0.9	-11	-0.5	14	7	17
CC(C)(C)C1CCc2c(sc(NC(=O)c3cccs3)c2C(=O)N2CCCCC2)C1 (configuration not stated)	-3	-8	-16	-0.1	0	-0.1	7	2	-20
CC(=O)c1cccc(NC(=O)NCc2cccnc2)c1	-4	-13	-2	0.4	-8	0.4	-8	.	.
Oc1cccc2cc(-c3ccncc3)cnc12	1	.	.	.	-11	0.4	21	-1	-10
COc1ccc(CC(=O)N2CCC(Nc3nc4ccccc4n3Cc3ccc(F)cc3)CC2)cc1	-5	-6	-9	5.8	6	3.3	10	21	-13
COc1ccc(-c2nc(Cc3ccc(Cl)cc3)no2)cc1OC	-4	-33	-17	0.4	-14	0.4	9	12	21
CCN(CC)Cc1c[nH]c2c(C(=O)OC)cccc12	6	-6	-2	2.1	-9	0.7	10	0	1
Cc1ccc(NC(=O)CSCc2cc(=O)n3cc(C)sc3n2)c(C)c1	-5	-19	0	0.2	8	-0.4	-8	0	-6
O=C(N/N=C/c1cccc(Oc2ccc([N+](=O)[O-])cc2[N+](=O)[O-])c1)c1cncc(Br)c1	-6	-15	-7	7.2	-17	1.2	9	21	55*
CCCCn1c(-c2ccc(F)c(F)c2)nc2cc3[nH]c(=O)c(C(C)C)nc3cc21	-4	-27	-4	-1.7	-9	-0.9	6	-1	-20
O=C(NCCCN1CCOCC1)c1ccccc1N1C(=O)[C@@H]2Cc3c([nH]c4ccccc34)C(c3cccc(Cl)c3)N2C1=O (some centres not stated)	-6	-8	-10	3.9	7	6.6	3	18	71*
Cn1c(SCC(=O)N2CCCC2)nc2ccccc2c1=O	-8	-6	2	3.3	-9	0.7	26	5	10
O=C(O)C(C(O)c1ccc([N+](=O)[O-])cc1)[n+]1ccccc1 (configuration not stated)	-14	3	-5	-1.0	-11	1.2	13	9	-8

Source: PubChem BioAssay

Rows were taken by chance, and some 3.3% of all compounds hit somewhere here.
